MITF primary: blocks human microphthalmia-associated transcription factor; O75030; AID 1259374; AlphaScreen MITF homodimerization, bead proximity signal; 650,000 compounds, 0.91% hits; inhibition, % at 2.6 µM; in the data active means inhibition above about 50%;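 further: 0% = vehicle wells with protein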
Target sequence (O75030 whole entry, looked up): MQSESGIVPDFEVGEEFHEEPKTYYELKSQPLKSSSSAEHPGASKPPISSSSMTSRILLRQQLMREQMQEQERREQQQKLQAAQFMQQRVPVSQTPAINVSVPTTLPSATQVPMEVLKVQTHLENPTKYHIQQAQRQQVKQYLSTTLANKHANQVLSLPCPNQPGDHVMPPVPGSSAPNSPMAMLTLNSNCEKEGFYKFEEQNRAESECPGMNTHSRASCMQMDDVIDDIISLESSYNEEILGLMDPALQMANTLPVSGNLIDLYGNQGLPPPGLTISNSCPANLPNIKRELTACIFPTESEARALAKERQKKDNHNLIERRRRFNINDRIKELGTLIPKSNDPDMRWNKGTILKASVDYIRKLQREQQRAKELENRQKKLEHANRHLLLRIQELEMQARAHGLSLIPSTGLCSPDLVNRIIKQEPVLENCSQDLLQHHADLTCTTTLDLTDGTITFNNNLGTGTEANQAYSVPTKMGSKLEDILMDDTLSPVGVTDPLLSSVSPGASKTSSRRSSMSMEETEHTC
TEAD-YAP inh: TEAD-YAP interaction inhibition; HEK-TIYL cells, TEAD-Gal4/YAP UAS-luciferase luminescence; inhibition, % at 9.12 µM; 640,000 compounds, 1.4% hits; AID 1259422; in the data active means inhibition above about 32%;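 further: 0% = median of test compound wells and 100% = reference inhibitor wells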
FBW7 activator: human FBW7 E3 ligase activation, primary screen; normalized activity (activation), % at 26.1 µM; AlphaScreen FBW7–phospho-cyclin E peptide binding, activator screen; AID 1259310; 650,000 compounds, 0.13% hits; Q969H0; in the data active means normalized activity above about 1.9%;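 further: purified mutant Fbw7 with reduced substrate affinity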
GPR151 ag: activators of human GPR151; activation, % at 11.2 µM; PathHunter beta-arrestin GPR151 cells, luminescence; Q8TDV0; 650,000 compounds, 1% hits; in the data active means activation above about 4.9%;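 further: 0% = median of compound wells and 100% = cells with positive control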
Target sequence (Q8TDV0 whole entry, looked up): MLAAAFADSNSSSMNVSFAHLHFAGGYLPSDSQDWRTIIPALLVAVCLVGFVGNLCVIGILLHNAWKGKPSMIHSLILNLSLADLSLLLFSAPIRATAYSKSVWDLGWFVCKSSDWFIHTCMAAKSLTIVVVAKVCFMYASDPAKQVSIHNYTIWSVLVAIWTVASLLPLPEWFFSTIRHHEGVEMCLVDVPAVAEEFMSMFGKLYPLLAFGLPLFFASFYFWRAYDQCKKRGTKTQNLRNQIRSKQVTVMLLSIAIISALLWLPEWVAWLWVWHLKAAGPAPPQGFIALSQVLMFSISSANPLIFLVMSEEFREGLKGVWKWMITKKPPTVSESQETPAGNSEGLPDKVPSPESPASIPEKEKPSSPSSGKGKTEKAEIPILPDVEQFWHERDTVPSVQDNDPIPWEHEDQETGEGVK
An asterisk follows results filed as active.

mol,MITF primary,TEAD-YAP inh,FBW7 activator,GPR151 ag
CCOC(=O)C1=C(C)N=c2s/c(=C/c3cc(Br)ccc3OC(C)=O)c(=O)n2C1c1ccccc1 (stereo not drawn),6,9,0.1,0.6
O=C(CN1C(=O)c2cccc([N+](=O)[O-])c2C1=O)Nc1ccccc1[N+](=O)[O-],12,12,0.4,-2.3
CCOC(=O)c1[nH]c2ccc(Cl)cc2c1CCN1C(=O)c2ccccc2C1=O,-10,2,-0.1,1.0
COc1ccc(C(=O)N/N=C(\C)CC(=O)NC2CCCCCCC2)c(OC)c1,10,-25,0.0,0.1
O=C(NCC1CCN(S(=O)(=O)c2ccc(Cl)cc2)CC1)C1CC1,11,2,-0.2,0.6
CCn1c(SCC(=O)Nc2ccc(F)cc2)nc2cccnc21,17,-4,0.2,0.2
OC(COc1ccc2c(c1)OCO2)CN1CCc2ccccc2C1 (stereo not drawn),3,-2,-0.1,1.7
COc1ccc(CNC(=O)/C=C/c2ccc([N+](=O)[O-])cc2)cc1,17,4,1.2,-2.1
O=S(=O)(NCCCc1ccccc1)c1ccc(Br)cc1,0,-4,-0.1,2.2
O=C(/C=C/c1ccccc1)NC1CCS(=O)(=O)C1 (stereo not drawn),-1,3,-0.1,-0.1
COc1cccc(-n2c(C)nnc2SCC(C)=O)c1,4,-1,0.0,0.4
CCOc1ccc(Cn2c(-c3nonc3N)nc3ccccc32)cc1OCC,18,-2,0.4,-0.8
COC(=O)c1c(OCCCN(C)C)cc(=O)n2c1CCN(C(=O)CN1CCCCC1)CC2,10,9,0.1,0.7
COC(=O)c1c(NC(=O)COc2ccc(Cl)cc2C)sc2c1CCCC2,-2,19,0.5,0.4
Cc1cccc(NC(=O)c2cc(S(=O)(=O)N3CCCCCC3)ccc2F)c1,-3,-26,-0.1,1.2
O=C(NCC1Cc2c(F)ccc(-c3ccncc3)c2O1)c1cccc(F)c1F (stereo not drawn),10,13,0.5,0.4
Cc1oc(CN2CCOCC2)cc1C(=O)O,0,1,-0.1,0.9
COc1ccc(NC(=O)c2cn(-c3ccc(F)cc3F)c(=O)c3ccccc23)cc1OC,1,1,0.2,1.1
c1cn2c(-c3ccsc3)cnc2c(N2CCOCC2)n1,13,-34,0.3,-0.2
CCCCC(=O)OCC(=O)N1CCc2ccccc21,-15,-6,0.0,-1.2
COc1cc(NS(=O)(=O)c2ccc(NC(=O)c3ccc(Cl)cc3)cc2)nc(OC)n1,3,15,0.0,1.8
CCOc1c(Br)cc(C=O)cc1OC,-1,-4,-0.2,-0.6
O=C(O)C12CC3CC(C1)CC(n1cnc(Cl)n1)(C3)C2,4,8,-0.1,0.1
CCCOc1ccccc1CCN1CCCCC1c1cccnc1 (stereo not drawn),1,-12,-0.4,-0.1
Cc1ccc(NC(=O)c2ccccc2NC(=O)c2cccc(S(=O)(=O)N3CCCCCC3)c2)c(C)c1,11,10,0.2,-1.7
O=C(N[C@H]1C[C@H]2C(=O)N[C@H](CO)C(=O)N2C1)OCc1ccccc1,11,4,1.1,-0.2
Cc1cnc(-c2ccc(C(N)=O)cc2)nc1Nc1ccccc1,5,0,0.1,-1.5
Cc1sc2nc(SCC(=O)Nc3ccc(N4CCOCC4)cc3)[nH]c(=O)c2c1C,5,26,-0.1,-0.9
O=S1(=O)NC(=NCC2CCCO2)c2ccccc21 (stereo not drawn),-2,-3,-0.1,-0.1
COc1ccc(-c2ccc3c(N)c(C(=O)Nc4ccccc4OC)sc3n2)cc1,-20,-29,0.1,-0.5

A draw from above in order of count of non-hydrogen atoms, rising.
mol,MITF primary,TEAD-YAP inh,FBW7 activator,GPR151 ag
CCOc1c(Br)cc(C=O)cc1OC,-1,-4,-0.2,-0.6
O=S1(=O)NC(=NCC2CCCO2)c2ccccc21 (stereo not drawn),-2,-3,-0.1,-0.1
O=C(O)C12CC3CC(C1)CC(n1cnc(Cl)n1)(C3)C2,4,8,-0.1,0.1
CCCOc1ccccc1CCN1CCCCC1c1cccnc1 (stereo not drawn),1,-12,-0.4,-0.1
COc1cc(NS(=O)(=O)c2ccc(NC(=O)c3ccc(Cl)cc3)cc2)nc(OC)n1,3,15,0.0,1.8
Cc1ccc(NC(=O)c2ccccc2NC(=O)c2cccc(S(=O)(=O)N3CCCCCC3)c2)c(C)c1,11,10,0.2,-1.7

Remaining list, next part
mol,MITF primary,TEAD-YAP inh,FBW7 activator,GPR151 ag
COc1cccc(NC(=O)N2CCC(n3nnc4cc(C)ccc43)CC2)c1,18,-2,-0.1,-0.1
CS(=O)(=O)c1ccc(CN(Cc2ccccn2)C(=O)c2ccccc2)cc1,10,-3,-0.1,-1.5
CCC(=O)NC(c1nnc2n1CCN(C(=O)CCc1scnc1C)CC2)C(C)C (stereo not drawn),-14,-4,0.0,0.9
O=C(NCC1CCC2(CCN(C(=O)Cc3c(F)cc(F)cc3F)CC2)O1)c1ccccn1 (stereo not drawn),5,2,-0.1,0.8
O=C(CCCSc1nc2ccccc2s1)NCC(=O)OCc1ccccc1,7,-2,0.0,-1.0
COc1cc(Br)c(CN2CCOCC2)cc1OC,6,13,0.0,-0.8
CCOC(=O)c1sc(=S)n(CC)c1N,7,5,-0.3,0.5
O=C(Cn1c(=O)oc2cc(S(=O)(=O)NC3CCCC3)ccc21)Nc1nccs1,17,0,0.1,0.6
Cc1cccc(CSc2nc3c(c(=O)n2C)SCC3)c1,3,3,0.0,0.1
COC(=O)c1cccnc1NC(=S)NNC(=O)C(C)Oc1ccccc1OC (stereo not drawn),-4,-9,-0.1,0.3
CCCOc1ccc(/C=C/C(=O)OCC(=O)/C(C#N)=C(\C)N)cc1OCC,-4,6,0.0,0.8
Nc1ncnc(N2CCC(Cc3ccccc3)CC2)c1[N+](=O)[O-],7,1,-0.1,1.0
CCOC(=O)C1=C(CSc2nc(-c3cccs3)ccc2C#N)OC(N)=C(C#N)C1c1ccccc1I (stereo not drawn),9,-15,0.2,-1.9
CN(C)CCN1C(=O)c2oc3ccc(Cl)cc3c(=O)c2C1c1cccnc1 (stereo not drawn),3,-3,0.3,0.8
Cc1ccc(NC(=O)CCCCCN2C(=O)c3ccccc3C2=O)cc1,5,11,0.9,0.6
COCc1c(C(=O)Nc2ccc(-c3nnc4n3CCCCC4)cc2)oc2ccccc12,4,5,-0.1,1.4
CCN1CCCC1CN1C(=O)C2C(C(=O)Nc3cccc(C)c3)C3C=CC2(O3)C1C(=O)NC1CCCCC1C (stereo not drawn),11,6,0.1,-0.9
COc1cc(/C=C(/C#N)c2nc3ccccc3c(=O)[nH]2)ccc1O,1,13,0.3,-0.8
CN1/C(=C\C(=O)COC(=O)C2COc3ccccc3O2)C(C)(C)c2ccccc21 (stereo not drawn),-9,3,0.7,0.8
CCOc1ccc2nc(Cl)c(C3C(C#N)=C(N)OC(C)=C3C(=O)OCCOC)cc2c1 (stereo not drawn),-65,-2,-0.1,0.2
CCOc1ccc(NC2=NS(=O)(=O)c3cc([N+](=O)[O-])ccc32)cc1,19,3,0.1,-1.7
CCOC(=O)C1=C(C)N=c2s/c(=C/c3cccc([N+](=O)[O-])c3)c(=O)n2C1c1ccc(C)cc1 (stereo not drawn),1,-11,0.0,-1.8
O=C(c1ccccc1CCc1ccccc1)N1CCOCC1,-18,0,-0.1,0.0
Cc1cc(C(=O)COc2ncnc3sc4c(c23)CCC4)c(C)n1C1CC1,-1,-1,-0.1,-0.5
Cc1cc2ccccc2n2c(=O)n(CC(=O)NC3CCCCC3)nc12,0,7,-0.1,0.6
CCC(C)c1ccc(NC(=O)COc2ccc(OC)cc2)c(O)c1 (stereo not drawn),-11,0,0.1,-0.1
O=C(C[n+]1cccc2ccccc21)c1ccc(Cl)cc1,-8,-8,0.0,2.2
O=C(OCc1nnnn1-c1ccccc1)c1ccc(C(F)(F)F)cc1,-1,2,0.0,-0.2
Cc1[nH]c2ccccc2c1/C=N/NS(=O)(=O)c1ccc(Br)cc1,10,-1,0.1,-1.5
Cc1cnc(Nc2ccncn2)nc1N,4,5,-0.1,0.1
Cc1ccc(/C=N/NS(=O)(=O)c2ccc(C)c([N+](=O)[O-])c2)s1,-1,-4,-0.1,-0.9
COCCNC(=O)CSc1nc(-c2ccccc2)c(-c2ccccc2)n1-c1ccccc1,8,5,0.0,-0.5
COc1cc(OC)cc(C(=O)Nc2nc3c(cc4c5c(cccc53)CC4)s2)c1,-1,-7,0.1,1.7
CCN(c1ccccc1)S(=O)(=O)c1ccc2[nH]cc(C(=O)N3CC(C)CC(C)C3)c(=O)c2c1 (stereo not drawn),17,8,-0.5,-0.8
COc1ccc(C(=O)Nc2ccc3oc(-c4ccc5ccccc5c4)nc3c2)cc1Br,0,-17,-0.1,0.8
Cc1cc(OCCCCN2CCCC2)ccc1[N+](=O)[O-],82*,-3,0.1,-0.7
N#Cc1cccc(NC(=O)COC(=O)c2ccc(F)cc2F)c1,-10,9,-0.1,-0.6
CCOc1ccccc1NC(=O)c1c(NCc2sccc2C)sc2c1CCC2,-1,4,-0.1,0.5
CCCCC(=O)Nc1c2c(nn1-c1ccccc1)CS(=O)(=O)C2,-8,3,0.1,3.1
Cc1ccc(N(N)CCc2ccc(C)nc2)cc1,-15,-14,-0.3,-2.0
COc1ccc(/C=N/NC(=O)c2cc[n+]([O-])cc2)cc1,1,-8,-0.1,1.5
CC1CN(C(=O)Nc2ccccc2C(F)(F)F)CC(C)O1 (stereo not drawn),-3,-1,0.2,-0.5
O=C(Cn1nc(C(=O)N2CCOCC2)cc1-c1cccs1)N1CCc2ccccc2C1,0,-2,-0.1,2.3
Cc1cc(NCCc2ccc(O)cc2)nc(Nc2ncccn2)n1,6,-15,-0.1,-0.3
CCOc1cccc(CN2CCCC(C(=O)Nc3ccc(-c4ccn[nH]4)cc3)C2)c1O (stereo not drawn),-6,-3,0.0,0.5
COc1cccc(C(=O)NCCc2csc3nc(-c4cccc(C)c4)nn23)c1,1,0,-0.2,0.4
COc1ccc(N2CC(C(=O)N3CCn4c(nc5ccccc54)C3)CC2=O)cc1 (stereo not drawn),-7,10,1.0,-0.8
O=C(O)CSCC(=O)N1CCN(S(=O)(=O)c2ccccc2)CC1,11,2,0.1,-0.7
CCOC(=O)N1CCN(S(=O)(=O)c2ccc(C(=O)Nc3nc(-c4ccc(C#N)cc4)cs3)cc2)CC1,13,-16,0.3,-1.0
CC/C(=N\Nc1ccc([N+](=O)[O-])cc1[N+](=O)[O-])c1ccc(O)cc1,21,12,-0.2,0.5

Later entries.
mol,MITF primary,TEAD-YAP inh,FBW7 activator,GPR151 ag
COc1ccccc1C(CCNC(C)c1ccccc1)C1CCOC(C)(C)C1 (stereo not drawn),5,12,0.2,1.5
COC(=O)C1=C(C)NC(=S)NC1c1cc(OC)c(OC)c(OC)c1 (stereo not drawn),2,-4,0.0,0.2
CCOC(=O)N1CCN(c2cc(Nc3cccc(OC)c3)c3c4c(onc24)-c2ccccc2C3=O)CC1,37,11,-0.1,0.9
Cc1ccc(-c2nc(CS(=O)CC(=O)O)c(C)o2)cc1 (stereo not drawn),-3,18,-0.1,0.7
COCCn1c(C)cc(C(=O)COC(=O)c2cccnc2SC)c1C,7,10,-0.1,-6.4
FC(F)(F)c1cccc(N=C(c2ccccc2)N2CCOCC2)c1,-13,0,0.0,2.0
CCn1c(SCC(=O)Nc2sc(C)c(C)c2C#N)nc2c1c(=O)n(C)c(=O)n2C,-2,19,-0.1,1.5
O=C(Nc1cccc(Cl)c1)c1cc(-c2cccc(O)c2)on1,-8,-42,0.0,0.0
CN1/C(=C\C(=O)COC(=O)c2ccc(Br)o2)C(C)(C)c2ccccc21,9,6,0.0,0.9
CCCCNC(=O)Cn1c(=O)c2cccn2c2ccccc21,6,-8,0.3,-0.7
O=C(CCN1C(=O)C2C3C=CC(C4CC34)C2C1=O)Nc1ccc(Cl)cc1O (stereo not drawn),9,2,1.0,-1.5
Cc1cc(C)cc(NC(=O)c2sccc2S(=O)(=O)N(C)c2cccc(C)c2)c1,1,1,-0.1,-0.7
O=C(c1ccccc1)N1CCc2[nH]c3ccccc3c2C1,-15,-3,-0.1,-0.5
O=S(=O)(c1cccc(F)c1)N1CCN(Cc2ccc3c(c2)OCO3)CC1,18,1,0.1,-0.9
CCOc1cccc2cc(-c3csc(C)n3)c(=O)oc12,2,-47,0.1,-2.5
Cc1ccccc1-n1c(=S)sc2c(=O)n(-c3ccccc3)c(SCC(=O)NCCc3ccccc3)nc21,-1,-1,0.0,0.4
CC(C)NCCOCCOc1ccc(Cl)cc1Br,42,4,0.3,-0.9
COc1ccc(Cl)cc1NC(=O)C(=O)NCc1ccccc1Cl,-9,-16,0.0,0.0
CC(C)Cn1c(=O)n(C)c(=O)c2c(C(F)(F)F)cc(-c3ccco3)nc21,-1,-1,0.0,-1.0

Part of the list above in a different format:
> CCOC(=O)c1sc(=S)n(CC)c1N
  MITF primary: 7	TEAD-YAP inh: 5	FBW7 activator: -0.3	GPR151 ag: 0.5

> O=C(Cn1c(=O)oc2cc(S(=O)(=O)NC3CCCC3)ccc21)Nc1nccs1
  MITF primary: 17	TEAD-YAP inh: 0	FBW7 activator: 0.1	GPR151 ag: 0.6
